# Vif imaging: HIV Vif inhibition | HEK293T cells, Vif self-association by quenched fluorescence, imaging, 24 h | inhibition, % at 7.49 µM | hit rate 0.35% among 340,000; in the data active means inhibition above about 50%, passing the limit was not always enough; further: some results filed as inactive read as strong as hits
# CaV13 ICDI inh: Disruptors of the CACNA1D IQ motif to Ca2+-dependent inactivation inhibitor domain association, primary screening, Förster resonance energy transfer in intact living …; HEK cells, CFP/YFP FRET ICDI-IQ, plate reader, 10 min; percent FRET-ratio fall versus neutral wells; inhibition, % at 12.3 µM; hit rate 0.098% among 340,000;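 active means mean replicate inhibition of at least 30% and at least 1% of replicates passing that level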;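 further: 0% = median of the neutral control wells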
# Peg3 prom inh: reduces Peg3 promoter-driven luciferase expression in HeLa; HeLa PEG-Prom luciferase reporter, luminescence, overnight; inhibition, % at 20 µM; hit rate 1.7% among 360,000; AID 588405;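 active means inhibition of at least 50% at 20 µM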
# NR2E3 ag-1: agonists of human NR2E3 nuclear receptor; CHO-S Gal4-NCOR/VP16-NR2E3 two-hybrid, luciferase; Q9Y5X4; hit rate 0.35% among 360,000; AID 602229; inhibition of corepressor binding, % at 3.98 µM;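 active means inhibition above the mean of all tested compounds plus 3 SD, cut at about 70% in these data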;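 further: 0% = DMSO with NR2E3 transfected cells and 100% = cells lacking NR2E3 construct; higher means lower luciferase signal from less NR2E3 corepressor binding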
# Target sequence (Q9Y5X4 whole entry, looked up, the tested form may be a part): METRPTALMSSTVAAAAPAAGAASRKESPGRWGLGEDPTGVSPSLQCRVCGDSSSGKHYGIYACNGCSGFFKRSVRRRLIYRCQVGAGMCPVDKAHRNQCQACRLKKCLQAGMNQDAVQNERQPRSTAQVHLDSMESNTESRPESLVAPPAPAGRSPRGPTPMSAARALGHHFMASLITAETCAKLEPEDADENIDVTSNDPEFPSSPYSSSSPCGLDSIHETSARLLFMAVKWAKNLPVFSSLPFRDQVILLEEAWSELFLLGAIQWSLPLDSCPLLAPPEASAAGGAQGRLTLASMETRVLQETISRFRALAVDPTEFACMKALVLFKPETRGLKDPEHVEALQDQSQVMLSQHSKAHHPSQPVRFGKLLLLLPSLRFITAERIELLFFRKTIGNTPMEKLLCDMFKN
# Shn3 3UTR inh: inhibitors of Schnurri-3 3'UTR reporter in osteoblasts; Clone20 osteoblast Shn3 3'UTR firefly luciferase, 24 h; inhibition, % at 12.5 µM; hit rate 0.52% among 360,000; AID 588674;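 active means mean inhibition of at least 75% with every replicate also reaching 75%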;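 further: 0% = median of neutral control wells and 100% = pilot-screen positive control compound; some compounds past the cut are filed as inactive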
# MITF TRPM1 inh: MITF TRPM1 promoter inhibition in SK-MEL-5 cells. hit rate 0.83% among 330,000. AID 488899. SK-MEL-5 TRPM1 promoter luciferase, 24 h. inhibition, % at 12.5 µM;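 active means mean inhibition across replicates of 60% or more, whatever share of single replicates reaches that level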; further: values of inactives mirror those of a sister screen read the other way
# CF NFkB inh: inhibitors of cystic fibrosis induced NF-kB | KKLEB NF-kB-GFP reporter, PAF-induced, GFP fluorescence overnight | inhibition, % at 5 µM | hit rate 0.86% among 360,000;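 active means at least 50% inhibition at 5 µM, scaled per plate between neutral and stimulator controls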;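 further: PAF is a Pseudomonas aeruginosa culture filtrate used as stimulus; plate controls were PAF-stimulated DMSO wells for no effect and unstimulated DMSO wells for full effect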
# KKLEB cytotox: counter-screen for CF NF-kB inhibitors: cytotoxicity; KKLEB CF airway cells viability, ATPlite luminescence, overnight; hits give low values; cells stimulated with P. aeruginosa culture filtrate; activity change (cytotoxicity), % at 5 µM; hit rate 0.36% among 360,000;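 active means corrected activity change at or below -50% at 5 µM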
# NR2E3 ag-2: NR2E3 (human) agonism | Q9Y5X4 | GST-NR2E3/biotin-RetCOR TR-FRET, 1536-well | inhibition of corepressor binding, % at 4.78 µM | hit rate 0.12% among 320,000 | AID 2300;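 active means percent inhibition above the cutoff of mean plus 3 SD of all tested compounds, set per screening campaign, cut at about 20% in these data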;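 further: 0% = DMSO wells and 100% = biotin wells as full block of FRET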
#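 Material: NR2E3–RetCOR corepressor complex / Incubation: Compound–protein incubation for 5 h at 4 °C / Dosing: compound at 4.8 µM, single dose / Detection: time-resolved FRET / Benchmarks: high control biotin, low control 0.6% DMSO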
# HIF-2a inh: inhibitors of HIF-2a; inhibition, % at 18.8 µM; AID 624352; hit rate 0.72% among 360,000; 786-0 RCC cells HIF-2a reporter, luciferase luminescence, overnight;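 active means inhibition of the luminescence signal of 40% or more relative to plate controls, in a single-dose primary screen at 18.75 µM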
# PDI inh: inhibitors of human protein disulfide isomerase; P07237; PDI insulin aggregation turbidity, A650, 90 min; inhibition, % at 10 µM; hit rate 0.052% among 350,000;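 active means mean inhibition across replicates of 30% or more, whatever share of single replicates reach that level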;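 further: absorbance from insulin aggregation driven by PDI reduction with DTT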
# Target sequence (P07237 whole entry, looked up): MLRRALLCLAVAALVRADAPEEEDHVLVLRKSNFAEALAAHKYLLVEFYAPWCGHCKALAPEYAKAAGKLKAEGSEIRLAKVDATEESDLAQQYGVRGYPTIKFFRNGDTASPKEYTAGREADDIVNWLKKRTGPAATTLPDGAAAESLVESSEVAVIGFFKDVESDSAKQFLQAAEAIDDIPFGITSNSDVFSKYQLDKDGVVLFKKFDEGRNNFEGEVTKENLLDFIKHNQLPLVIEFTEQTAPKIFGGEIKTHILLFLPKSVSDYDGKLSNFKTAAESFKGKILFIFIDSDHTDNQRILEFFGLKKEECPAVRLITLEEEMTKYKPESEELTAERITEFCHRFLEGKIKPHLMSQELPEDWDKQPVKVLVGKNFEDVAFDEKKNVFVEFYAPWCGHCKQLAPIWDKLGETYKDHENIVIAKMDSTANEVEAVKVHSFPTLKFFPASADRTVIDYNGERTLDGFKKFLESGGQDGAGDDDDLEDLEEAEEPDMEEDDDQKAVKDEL
# * = called active by the depositor; . = not tested or not shown.
SMILES,Vif imaging,CaV13 ICDI inh,Peg3 prom inh,NR2E3 ag-1,Shn3 3UTR inh,MITF TRPM1 inh,CF NFkB inh,KKLEB cytotox,NR2E3 ag-2,HIF-2a inh,PDI inh
Cn1c(-c2ccsc2)c(-c2cccs2)c2cc(-c3ccc4[nH]ccc4c3)ccc21,2,-8,5,-13,2,-14,-18,3,2,-21,4
CC1=[N+]([O-])C(C)(C)CC(C)(C)c2ccccc21,.,.,5,-10,-8,7,-20,4,0,17,1
O=C(Nc1ccc2nc(-c3cccs3)[nH]c2c1)c1cccs1,-7,-5,-229,-45,-21,-65,10,3,3,-201,5
CC(Oc1ccc(Cl)cc1)C(=O)NCC1CCCO1 (configuration not stated),1,-7,3,17,4,0,6,-2,2,-2,-34
CCCC(C)NC(=S)Nc1cc(C)cc(C)c1 (configuration not stated),5,-2,-7,1,-56,-6,2,10,4,17,-3
COc1ccc(N(CC(=O)N2CCN(Cc3ccccc3)CC2)S(C)(=O)=O)c(OC)c1,1,-5,8,-32,-9,-11,-4,-2,4,13,-28
CSCC[C@H](NC(=O)c1cc([N+](=O)[O-])ccc1Cl)c1nc2ccccc2[nH]1,4,1,13,15,14,-1,-1,-14,4,26,9
COC1OC2COC(c3ccccc3)OC2C(OC(=O)c2ccccc2)C1OC(=O)c1ccccc1 (configuration not stated),-2,-6,2,-43,-11,15,-8,3,.,10,6
N#Cc1cnn2cc(CCN3CCOCC3)c(-c3ccc(F)cc3)nc12,0,-5,9,-28,-18,33,-8,4,1,22,-10
O=C(N/N=C/c1cc([N+](=O)[O-])ccc1O)C(O)(c1ccccc1)c1ccccc1,-13,-2,28,-12,13,18,14,-13,-1,17,-9
Cc1cccnc1C(NC(=O)C1CCN(CCOc2ccc(F)cc2)CC1)c1ccc(F)cc1 (configuration not stated),-1,-4,7,2,9,.,3,2,.,-5,11
N#CC1CCCc2c1[nH]c1ccc([N+](=O)[O-])cc21 (configuration not stated),-6,-4,24,-20,9,1,-1,15,1,5,-2
O=C1Nc2ccc(Br)cc2C1Cc1ccccc1F (configuration not stated),3,-2,15,-36,-41,14,-8,-18,2,8,8
Cc1c(NC(=O)Nc2ccc(C#N)cc2)c(=O)n(-c2ccccc2)n1C,6,-20,15,-8,7,7,-2,-9,2,8,-7
c1ccc(C2c3[nH]c4ccccc4c3CCN2Cc2cccn2-c2ccccn2)nc1 (configuration not stated),-2,6,-16,2,18,9,14,3,-4,-19,-1
Cc1cccc(C(=O)Nc2ccc(N3CCN(c4ccc(C(F)(F)F)cn4)CC3)nc2)c1,1,-1,-6,-27,-8,-8,-2,15,6,10,-18
CC1CC[C@@]2(OC1)O[C@H]1CC3[C@@H]4C[C@@H](O)[C@@]5(O)C[C@@H](O)[C@H](O)C[C@]5(C)[C@H]4CC[C@]3(C)[C@H]1[C@@H]2C (some centres not stated),-2,-4,5,-1,15,1,-16,-4,-2,12,0
CC(C)c1[nH]nc2c1C(c1ccco1)C(C#N)=C(N)O2 (configuration not stated),-4,-4,-1,1,-17,0,-14,-1,1,27,-1
O=C(c1ccc(Cn2c(=S)[nH]c3ccc(N4CCOCC4)cc3c2=O)cc1)N1CCN(c2ccc(F)cc2)CC1,-8,-2,-138,-46,22,-38,12,0,-2,-178,-4
CC(C)(C)C(CN1CCCC1)OC(=O)c1ccccc1 (configuration not stated),-1,-20,-17,-23,0,9,7,-4,-1,8,7
Cc1ccc(N(CCC#N)C(=O)CCl)cc1C,-1,-2,46,-4,-8,34,24,-26,-1,33,8
CCOc1ccc(S(=O)(=O)N(CC)CC)cc1N,-4,7,13,6,14,-6,10,-6,0,12,2
CC(=O)Nc1cccc(-c2csc(Nc3cccc(C)n3)n2)c1,-16,-7,-305,-68,-60,-137,-38,22,0,-265,10
CCCNC(=O)c1ccc(N2CCC3(CC2)CC(c2ccccc2)=NO3)c(NC(=O)c2ccccc2)c1,-20,-5,40,4,5,16,-2,-10,6,-4,-10
Cc1cc(NC(=O)C(Cl)Cl)cc2c1OCO2,15,-5,19,-5,-12,6,-20,3,.,7,-12
O=C(COC(=O)C1(c2ccccc2F)CCCC1)NCc1ccc2c(c1)OCO2,-14,-4,25,-25,4,-3,-1,-5,-4,12,-2
O=C(N/N=C/c1ccc(-c2ccccc2Cl)o1)c1ccccc1,-14,-6,-162,-142,-58,-25,-16,-6,-2,-235,6
CCCCn1c(SCC(=O)Nc2cc(C(F)(F)F)ccc2Cl)nnc1C(CC)N(C)C (configuration not stated),4,-3,13,26,-1,6,1,-2,1,17,3
Cc1cccc(-c2nc(CSCC(=O)NCCCN3CCOCC3)c(C)o2)c1,-3,-6,14,17,9,3,-4,-8,5,4,3
Cc1c(C(=O)Nc2nc3ccccc3[nH]2)oc2ccccc12,.,-5,-243,-154,-71,-18,2,-19,0,-162,-2
c1ccc(Oc2cccc(OCCn3cncn3)c2)cc1,-7,-6,-2,-17,4,6,-2,-5,-2,-13,-2
Cc1cc(C)c(S(=O)(=O)N2CCOC2CNC(=O)C(=O)NCCc2ccc(S(N)(=O)=O)cc2)c(C)c1 (configuration not stated),-4,-13,14,2,10,.,4,1,0,5,.
CCOC(=O)c1ccccc1NC(=O)CSc1nnc(Cc2cccn2C)n1-c1ccc(F)cc1,5,-5,19,-2,-13,4,-10,7,2,2,-4
O=S(=O)(c1ccc(Br)cc1)N1CCCN(Cc2cccc(F)c2)CC1,0,-18,14,-17,12,8,7,1,-1,10,-1
CN(CC(=O)Nc1cccc(F)c1)C(=O)c1ccccc1-n1cnnn1,17,-6,18,-13,8,2,19,-7,.,2,-7
CC(C)(C)OC(=O)NC1CONC1=O (configuration not stated),7,-18,-1,46,-13,3,-12,12,-2,5,7
COc1ccc2c(c1OC)C(=O)N1C2SC[C@H]1C(=O)NC1CCCCC1 (some centres not stated),-6,.,15,-7,11,4,-12,11,2,0,.
CCOCCCNC(=O)COc1ccc(OC)cc1,-3,1,-1,-27,6,0,7,-2,3,-7,8
CC1CN(S(=O)(=O)c2cccc(C(=O)OCC(=O)N3CCCCCC3)c2)CC(C)O1 (configuration not stated),-9,-5,12,-29,3,3,-26,0,.,-4,3
COC(=O)c1ccc(Nc2cc(C)nc3ccccc23)cc1,-3,-5,26,-18,.,12,6,-23,-2,18,-3
CCOC(=O)c1c2c(c(=S)n(-c3ccccc3)c1N)CCC2,-18,-3,-2,-8,9,0,23,-4,0,3,-2
CC(NC(=O)C(c1ccccc1)c1ccccc1)C(=O)N1CCCCC1 (configuration not stated),-3,-6,-9,3,14,-4,-12,-5,-4,-6,14
CC1Cc2nc(SCC(=O)Nc3ccc(F)cc3)n(C)c(=O)c2S1 (configuration not stated),-1,-1,4,-12,3,8,8,-11,2,21,9
Fc1ccc(-n2nnc(-c3nccs3)n2)cc1,-6,-7,-272,-110,-82,-44,-12,-8,3,-181,1
CC(C)N1C(=O)CSC1c1ccc(Br)cc1 (configuration not stated),5,-3,-1,-2,2,3,-40,15,3,15,0
CCOC(=O)C1=C(C)Nc2nc(SCC)[nH]c(=O)c2C1c1ccncc1 (configuration not stated),4,-3,11,5,13,3,-16,2,-3,19,15
CC1=C(C(=O)OCc2ccccc2)C(c2ccc(C(F)(F)F)cc2)NC(=O)N1CCCCCC(=O)O (configuration not stated),.,-12,10,-6,2,-6,4,-7,2,22,-5
CCC(C)NC(=O)C1CCC(=O)N1Cc1ccc(C)cc1 (configuration not stated),6,.,3,-13,-19,-4,-1,2,7,14,-14
Cc1ccsc1-c1nc(CN2CCN(C)C(=O)[C@@H]2C)c(C)o1,1,-4,-7,24,-5,3,9,-8,3,11,3
COc1cccc(Nc2nnc(SCC3CCCCO3)s2)c1 (configuration not stated),1,-7,-147,-63,14,-32,7,0,3,-182,0
NC(=O)c1cc(-c2ccccc2)nc(N2CCOCC2)n1,7,-1,-2,10,20,-24,14,-21,1,25,-1
O=c1oc2c(CN3CCOCC3)c(O)c(Cl)cc2c2c1CCCC2,-35,.,14,8,-2,11,25,-6,6,-18,-2
C=CCN(CC(=O)NC1CC1)S(=O)(=O)c1cccc(C(F)(F)F)c1,0,-5,-4,18,-7,6,17,-19,.,-4,4
COc1ccc(-c2ccc(CN3C(C(C)C)C(=O)N(Cc4cn(CC5CCCCC5)nn4)CCS3(=O)=O)cc2)cc1 (configuration not stated),0,-6,32,17,63,.,26,-2,.,10,7
Cc1ccc(Sc2cc(C(F)(F)F)nc(N(C)C)n2)cc1,-14,-5,10,-9,-8,-3,4,-3,-1,11,8
Cc1cccc(-c2cc(C(=O)Nc3ccc4c(c3)OCCO4)c3ccccc3n2)c1,-4,0,-10,-19,14,-8,2,8,0,-40,2
CCOC(=O)C1=C2c3ccc4ccccc4c3CC(C)(C)N2C(=O)C1=O,-14,-3,0,13,-12,13,13,7,2,13,4
CCC(NC(=S)NC1CCCCC1)c1ccc(C)cc1 (configuration not stated),-12,.,29,-28,12,-2,-5,15,.,10,12
CC(OC(=O)C1CCN(S(=O)(=O)c2ccc(Cl)cc2)CC1)C(=O)N1CCc2ccccc21 (configuration not stated),-10,-5,18,9,3,13,-3,0,-3,1,2
Cc1c([N+](=O)[O-])cc(C(=O)Nc2ccc(Cc3ccncc3)cc2)cc1[N+](=O)[O-],3,-18,28,6,7,12,-14,4,3,-3,6
Cc1cccc2nnc(-c3ccccc3)n12,-10,-9,3,-2,-5,-8,-5,8,.,10,-26

# In the list so far, these have two or more sulfur atoms:
SMILES,Vif imaging,CaV13 ICDI inh,Peg3 prom inh,NR2E3 ag-1,Shn3 3UTR inh,MITF TRPM1 inh,CF NFkB inh,KKLEB cytotox,NR2E3 ag-2,HIF-2a inh,PDI inh
Cn1c(-c2ccsc2)c(-c2cccs2)c2cc(-c3ccc4[nH]ccc4c3)ccc21,2,-8,5,-13,2,-14,-18,3,2,-21,4
O=C(Nc1ccc2nc(-c3cccs3)[nH]c2c1)c1cccs1,-7,-5,-229,-45,-21,-65,10,3,3,-201,5
Cc1cc(C)c(S(=O)(=O)N2CCOC2CNC(=O)C(=O)NCCc2ccc(S(N)(=O)=O)cc2)c(C)c1 (configuration not stated),-4,-13,14,2,10,.,4,1,0,5,.
CC1Cc2nc(SCC(=O)Nc3ccc(F)cc3)n(C)c(=O)c2S1 (configuration not stated),-1,-1,4,-12,3,8,8,-11,2,21,9
COc1cccc(Nc2nnc(SCC3CCCCO3)s2)c1 (configuration not stated),1,-7,-147,-63,14,-32,7,0,3,-182,0

# Source: PubChem BioAssay (several laboratories)
